Assay outcomes from PubChem BioAssay.
CHRM5 agonist: agonists of human muscarinic M5 receptor (CHRM5); P08912; CHO-K1 hM5 cells, Fluo-8 calcium fluorescence; 0% DMSO wells, 100% maximal acetylcholine response; activation, % at 3 µM; 360,000 compounds, 0.19% hits; AID 624037;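 active means activation above the run's mean over test compounds plus 3 SD, cut at about 23% in these data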;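 further: signal is peak over basal fluorescence ratio across the kinetic read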
Target sequence (P08912 whole entry, looked up): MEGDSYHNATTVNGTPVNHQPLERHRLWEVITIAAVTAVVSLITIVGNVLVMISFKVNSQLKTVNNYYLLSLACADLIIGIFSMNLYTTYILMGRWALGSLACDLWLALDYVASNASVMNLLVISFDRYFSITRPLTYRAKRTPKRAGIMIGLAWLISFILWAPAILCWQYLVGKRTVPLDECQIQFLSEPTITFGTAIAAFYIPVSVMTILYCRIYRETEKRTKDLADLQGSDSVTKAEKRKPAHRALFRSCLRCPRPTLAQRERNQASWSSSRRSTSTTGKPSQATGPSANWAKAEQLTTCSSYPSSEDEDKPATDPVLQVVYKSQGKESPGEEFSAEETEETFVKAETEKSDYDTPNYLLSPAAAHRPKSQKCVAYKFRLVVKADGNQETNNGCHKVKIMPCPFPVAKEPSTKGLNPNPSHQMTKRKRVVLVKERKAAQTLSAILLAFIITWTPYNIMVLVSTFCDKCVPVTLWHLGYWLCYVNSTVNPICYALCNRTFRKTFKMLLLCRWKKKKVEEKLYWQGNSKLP
CHO-K1 Ca PAM: M1 PAM counterscreen hit in parental CHO-K1 cells; ATP EC20, Fluo-8 calcium fluorescence; 0% at ATP EC20, 100% at ATP max; activation, % at 3 µM; 360,000 compounds, 0.02% hits; AID 602247;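 active means activation above the run cutoff, the mean activation of all test compounds plus 3 SD, cut at about 40% in these data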;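 further: peak over basal fluorescence ratio in a 140 s read after ATP addition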
CHO-K1 Ca antag: counter-screen for M1 antagonists: effect in parental CHO-K1 cells; ATP-induced calcium, Fluo-8 fluorescence; inhibition, % at 3 µM; 360,000 compounds, 0.6% hits; AID 602250;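 active means inhibition above a per-plate cutoff, the plate's mean sample inhibition plus 3 SD, cut at about 24% in these data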;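 further: 0% = DMSO plus EC80 ATP and 100% = DMSO alone without ATP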
CHRM4 PAM: positive allosteric modulators of human muscarinic M4 receptor; P08173; CHO-K1 hM4/Gqi5, Fluo-8 calcium fluorescence, ACh EC20; 0% = ACh EC20, 100% = maximal ACh; activation, % at 3 µM; 360,000 compounds, 0.4% hits;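 active means activation above its plate's cutoff, the mean activation of sample wells plus 3 SD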; further: some results filed as inactive read as strong as hits
Target sequence (P08173 whole entry, looked up): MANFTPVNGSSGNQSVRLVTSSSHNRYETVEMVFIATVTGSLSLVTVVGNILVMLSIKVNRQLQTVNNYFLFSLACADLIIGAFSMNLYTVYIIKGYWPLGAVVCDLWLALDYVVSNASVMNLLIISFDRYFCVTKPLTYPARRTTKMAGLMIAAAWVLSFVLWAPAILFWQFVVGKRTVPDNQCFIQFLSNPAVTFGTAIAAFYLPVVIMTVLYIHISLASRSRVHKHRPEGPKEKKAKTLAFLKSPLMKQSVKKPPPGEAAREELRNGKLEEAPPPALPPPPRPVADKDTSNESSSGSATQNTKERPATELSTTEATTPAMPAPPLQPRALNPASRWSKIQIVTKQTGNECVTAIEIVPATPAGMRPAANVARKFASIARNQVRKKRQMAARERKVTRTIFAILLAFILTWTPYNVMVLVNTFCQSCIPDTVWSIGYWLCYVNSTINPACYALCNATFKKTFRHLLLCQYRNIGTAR
M1 ag parental: nonselective activator or artifact in parental CHO-K1 cells | AID 602248 | 360,000 compounds, 0.48% hits | activation, % at 3 µM | Fluo-8 calcium fluorescence; scaled to maximal ATP response, vehicle zero; in the data active means activation above about 15%;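 further: untransfected CHO-K1 host cells lacking M1 receptor as counterscreen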
CHRM4 antagonist: antagonists of human muscarinic M4 receptor (CHRM4) | inhibition, % at 3 µM | CHO-hM4 cells, ACh EC80, Fluo-8 calcium fluorescence | AID 624125 | 360,000 compounds, 0.73% hits | P08173;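 active means inhibition above its plate's cutoff, the mean inhibition of sample wells plus 3 SD, cut at about 27% in these data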;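 further: 0% = acetylcholine EC80 with DMSO and 100% = DMSO without agonist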
M4 ag: CHRM4 agonism in calcium assay | P08173 | CHO-K1 hM4/Gqi5, Fluo-8 calcium fluorescence; vehicle 0%, full acetylcholine response 100% | activation, % at 3 µM | 360,000 compounds, 0.14% hits | AID 624127;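 active means activation above the run mean over all test wells plus 3 SD, cut at about 32% in these data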;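 further: peak over basal fluorescence ratio per well then scaled between controls; 0% = DMSO wells and 100% = acetylcholine at EC100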
CHRM5 antagonist: antagonists of human muscarinic M5 receptor (CHRM5); CHO-hM5 cells, Fluo-8 calcium fluorescence, ACh EC80; inhibition, % at 3 µM; 360,000 compounds, 0.59% hits; AID 624040;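 active means inhibition above a per-plate cutoff, the mean of that plate's test compounds plus 3 SD, cut at about 27% in these data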;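 further: 0% = acetylcholine EC80 with DMSO and 100% = DMSO without agonist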
CHRM5 PAM: potentiates acetylcholine response at human M5 receptor; activation, % at 3 µM; CHO-K1 hM5, Fluo-8 calcium, ACh EC20 PAM; 0% = ACh EC20, 100% = ACh EC100; P08912; AID 624038; 360,000 compounds, 0.3% hits;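 active means activation above the run cutoff, the mean activation of all test compounds plus 3 SD, cut at about 18% in these data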
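Assay system – human M5 receptor in CHO-K1 cells · Read-out – % activation, ACh-normalized · Technique – Fluo-8 calcium fluorescence · Dosing – single-point, 3 µM nominal · Incubation – Fluo-8 loading 80 min at 37 °C plus 30 min room temperature · Repeats – singlicate, one well per test compound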
An asterisk follows results filed as active.

SMILES	CHRM5 agonist	CHO-K1 Ca PAM	CHO-K1 Ca antag	CHRM4 PAM	M1 ag parental	CHRM4 antagonist	M4 ag	CHRM5 antagonist	CHRM5 PAM
Cc1ccc(NC(=O)C2CCCC2)c(Br)c1	-4	8	-6	-1	-0.8	5	-1	3	3
CCOC(=O)[C@@H]1[C@H]2COc3cc(OC)ccc3[C@@H]2N2C(=O)N(c3ccc(OC)cc3)C(=O)[C@]12C	2	9	-5	3	-0.3	4	0	10	-5
CCOc1ccc(C(=O)Nc2c3c(nn2-c2ccccc2)CS(=O)(=O)C3)cc1	-1	9	-5	-3	1.0	6	1	9	-3
COc1ccc(N2CCN(C(=O)c3ccccc3)CC2)c([N+](=O)[O-])c1	4	0	-6	6	1.9	-10	5	-7	-1
NC(CSC(c1ccccc1)(c1ccccc1)c1cccc2ccccc12)C(=O)O (stereo unspecified)	-4	-7	-4	-4	-0.1	8	-2	0	-11
O=C1c2cc3ccccc3c(-c3ccccc3)c2C(=O)N1c1ccccn1	-1	18	-10	8	1.3	1	2	1	3
O=C(NNC(=O)c1ccncc1)Nc1ccc(Br)cc1	8	12	-8	-3	2.7	3	11	16	-4
C/C(N)=C(/C#N)C(=O)COc1ncnc2ccc(Br)cc12	-1	-7	17	9	0.3	0	3	-2	-2
CC1CCCN(C(=O)COC(=O)Cc2c(F)cccc2Cl)C1 (stereo unspecified)	-3	-3	-9	-2	0.8	0	0	14	-5
CC12CCC3c4ccc(O)cc4CCC3C1CC(=NO)C2O (stereo unspecified)	2	-18	4	-1	1.5	-5	4	11	8
COc1ccc(CC(=O)N/N=C(\C)c2cccs2)cc1	1	21	-12	-8	0.4	-4	0	12	-4
CCN1CCN(CC(=O)Nc2ccc(C)c(Br)c2)CC1	-5	-6	-17	11	1.8	-3	0	2	3
COCCn1c(Cc2ccccc2)nnc1SCc1ccc([N+](=O)[O-])cc1	-5	17	-2	3	1.5	-9	1	8	-5
Clc1ccccc1Nc1nc2ccccc2o1	2	-2	-1	10	-0.9	-17	0	2	1
O=[N+]([O-])c1nn(-c2ccc(Cl)cc2)n(O)c1=NCc1ccccc1	-10	18	-15	-14	0.2	5	-1	1	-4
CCc1ccc(-n2c(=O)c3ccc(C(=O)NCCc4ccccc4)cc3n(CC(N)=O)c2=O)cc1	-4	12	-16	-2	-0.7	-15	2	-6	-4
S=c1[nH]nc(-c2ccc(Cl)cc2Cl)n1Cc1ccccc1	-8	14	-10	-13	1.0	11	0	-1	-11
O=C(NCc1ccccn1)Nc1ccc2c(c1)OCO2	-2	11	-10	-3	0.3	-7	0	0	1
COc1ccccc1NC(=O)/C=C1\SCC(=O)N1C	-1	7	-10	-1	-0.2	15	1	6	4
Cc1ccc(CC(=O)Nc2cc([N+](=O)[O-])ccc2F)cc1	-5	18	-2	-2	-0.3	-6	0	-9	3
COc1ccc(S(=O)(=O)n2cnc3ccccc32)cc1	0	13	-3	-1	0.6	3	1	1	3
COc1ccc(C(=O)OCc2c(-c3ccccc3)ncc3ccccc23)cc1	-7	19	-19	5	0.3	4	0	18	-7
Cn1c(=O)cc(SCC(=O)N2CCOCC2)c2ccc(Cl)cc21	1	16	-4	0	0.1	1	1	-1	1
O=C(C1=NN(c2ccccc2)C2C(=O)N(c3ccccc3Cl)C(=O)C12)c1ccccc1 (stereo unspecified)	4	12	-9	2	2.6	-4	12	-3	-4
Cc1oc2c(F)c(F)c(F)c(F)c2c1S(=O)(=O)Nc1cccc(C(F)(F)F)c1	0	-27	28*	-9	7.8	15	8	16	-9

More results.
SMILES	CHRM5 agonist	CHO-K1 Ca PAM	CHO-K1 Ca antag	CHRM4 PAM	M1 ag parental	CHRM4 antagonist	M4 ag	CHRM5 antagonist	CHRM5 PAM
COc1ccc(NC(=O)CC(C)n2ccnc2)cc1 (stereo unspecified)	-3	-15	-5	-5	-0.1	3	1	2	-1
COc1nc(C)ccc1-c1noc(-c2ccccn2)n1	-1	3	-13	7	-1.1	-1	1	-3	2
c1ccc(-c2nc(NCCCN3CCOCC3)c3ccccc3n2)cc1	-4	20	-5	-2	2.9	6	8	-6	-8
Cc1ccc(NC(=O)C2CCN(C(=O)NC3CCCCC3)CC2)cc1Cl	3	6	-19	2	0.3	0	0	-5	0
CCOc1ccc(/C=C(\C(=O)O)c2ccc(S(=O)(=O)N3CCCCC3)s2)cc1OC	4	10	-7	5	0.1	-9	-1	9	-4
O=C(Cc1cccs1)NCCc1cn2ccccc2n1	-1	10	1	-1	0.4	-4	1	0	1
COc1cccc(NC(=O)NCCCSC2CCCCC2)c1	3	4	-5	6	6.1	-6	12	2	-6
CN(C)C1CCN(C(=O)c2cccc(OC3CCN(S(=O)(=O)N(C)C)CC3)c2)C1 (stereo unspecified)	-6	14	-1	4	0.7	-3	1	13	-2
CCc1cc(C(=O)OCC(=O)NCCc2ccccc2)sc1C	-4	-9	4	4	-0.1	-16	0	1	-5
Cc1cc(C)c(S(=O)(=O)N2CCN(CCO)CC2)c(C)c1	0	6	-9	0	0.2	-4	0	0	2
COC(=O)c1ccccc1NC(=S)NC(=O)C1CCCCC1	-2	-7	1	0	-0.7	4	0	6	-1
COc1ccccc1NC(=O)COC(=O)[C@@H]1CCCN1C(=O)c1cccs1	-9	13	9	6	0.2	-5	3	1	-5
O=[N+]([O-])c1ccc(/C=C/c2ccc3ccccc3n2)cc1	-4	-6	0	-7	-0.1	-1	0	0	-2
CC(NC(=O)NCCCn1ccnc1)(C(F)(F)F)C(F)(F)F	-7	-2	7	-1	0.4	6	0	2	-9
COc1ccccc1/C=C1\SC(=O)N(CC(=O)NCCCn2ccnc2)C1=O	-4	19	-9	-1	0.6	-6	0	-19	10
O=C(CSc1nnc(COc2ccccc2Cl)o1)NC(=O)NC1CCCC1	2	10	2	-5	2.4	7	4	11	-10
CCOC(=O)CCCCC(=O)c1[nH]c(=O)[nH]c1CSc1nc(-c2ccccc2)c(C#N)c(=O)[nH]1	1	-12	8	10	-0.5	6	1	-5	0
COc1ccc(-n2c3c(cc(C(=O)NNc4ccccc4C)c2=O)C(=O)CC(C)(C)C3)cc1	1	-1	0	-2	0.1	0	1	-9	5
Cc1ccc2[nH]c(C(=O)O)c(NC(=O)c3ccccc3[N+](=O)[O-])c2c1	0	22	-8	3	0.8	5	0	-7	5
O=C(OCc1cc(-c2ccccc2)no1)c1ccc2ccccc2n1	5	17	2	-5	1.3	-1	6	4	-1
NNC(=O)C(Cc1cnc[nH]1)NC(=O)OCc1ccccc1 (stereo unspecified)	-2	-11	3	0	1.0	6	0	13	-3
Cc1cc2nccc(-c3ccncc3)n2n1	-3	-4	-15	11	0.6	4	2	6	5
CCSc1nnc(NC(=O)C2CCCN(C(=O)c3ccc(Cl)cc3)C2)s1 (stereo unspecified)	0	2	-13	-1	1.5	-12	2	5	-5
CC(=C/c1ccco1)/C=N/NC(=O)Cc1cccn1C	0	22	-1	0	0.1	3	0	4	0
Cc1cc(C)n(C(=O)COc2ccccc2[N+](=O)[O-])n1	4	2	-6	-1	-0.2	0	1	0	7

(more compounds)
SMILES	CHRM5 agonist	CHO-K1 Ca PAM	CHO-K1 Ca antag	CHRM4 PAM	M1 ag parental	CHRM4 antagonist	M4 ag	CHRM5 antagonist	CHRM5 PAM
CCOc1ccc(-c2noc([C@@H]3O[C@H](CO)[C@@H](O)[C@H]3O)n2)cc1	0	3	-2	7	0.5	-9	1	0	3
COc1ccc(NC(=O)c2cc3ccccc3cc2OC)cc1OC	-3	13	3	-5	3.0	2	5	8	-4
O=C(CSc1ncnc2ccccc12)c1ccc2c(c1)OCCO2	3	5	-2	-11	12	-8	16	7	-15
Cc1cc(=O)c(C(=O)Nc2cccc(N3CCCC3=O)c2)nn1-c1ccccc1Cl	3	-8	-9	14	-0.5	-5	0	7	2
CSc1ccccc1NC(=O)C1(C)CCN1C(=O)Cc1ccc(Cl)cc1Cl (stereo unspecified)	1	20	-13	-1	1.7	-3	1	1	0
O=C(/C=C/c1cccs1)NC(=S)NNC(=O)Cc1cccs1	0	-2	5	-2	2.5	6	3	4	0
O=c1c2ccccc2c(-c2ccccc2)nn1-c1cc(Cl)ccc1[N+](=O)[O-]	-6	15	-3	-5	0.6	2	-1	3	-9
Cc1cc(O)c(C(C)C)cc1NC1=NS(=O)(=O)c2ccccc21	3	-2	12	10	0.0	0	0	0	0
COc1cc(C(=O)N2CCN(Cc3ccc4c(c3)OCO4)CC2)cc(OC)c1OC	3	18	-8	-6	0.2	4	0	-5	6
CCc1ccc(C2=NN(C(=O)OC)C(O)(C(F)(F)F)C2)cc1 (stereo unspecified)	-2	14	-30	7	0.0	-12	1	-6	-1
O=c1[nH]c(N/N=C/c2ccccc2Br)nnc1-c1ccccc1	-4	26	-12	-3	0.9	-2	0	5	1
Cc1cc(=O)[nH]c2cc(Cl)ccc12	0	5	0	9	0.4	6	0	0	5
CCN(CC)C(=O)c1scc2c1OCCO2	-6	12	-4	0	0.1	6	0	12	-7
CCOc1ccc(-c2csc(Cn3c(CN4CCN(C)CC4)nc4ccccc4c3=O)n2)cc1	-8	11	-3	6	-0.2	-5	-1	-3	3
O=C(CCN1C(=O)c2ccccc2S1(=O)=O)Nc1ccc(F)c([N+](=O)[O-])c1	0	-5	2	-4	0.1	-1	1	14	-7
COc1ccccc1NC(=O)CSc1nnnn1-c1ccc2c(c1)OCO2	3	-3	-2	-1	1.5	0	5	0	-8
CCN1CCN(C(CNS(=O)(=O)c2ccc(Cl)cc2)c2ccccc2)CC1 (stereo unspecified)	-10	13	-4	-8	2.5	4	2	28*	-16
COC(=O)CSC(=S)N1CCCC(C)C1 (stereo unspecified)	-15	24	-13	-12	0.6	10	1	3	-4
CCOC(=O)C1CCCN(S(=O)(=O)c2cc(C(=O)OC)n(C)c2)C1 (stereo unspecified)	9	17	2	-8	6.8	0	10	10	-13

Full records, looked up by structure:
Profile of CCN(CC)C(=O)c1scc2c1OCCO2 = CHRM5 agonist: -6; CHO-K1 Ca PAM: 12; CHO-K1 Ca antag: -4; CHRM4 PAM: 0; M1 ag parental: 0.1; CHRM4 antagonist: 6; M4 ag: 0; CHRM5 antagonist: 12; CHRM5 PAM: -7
Profile of CCc1ccc(C2=NN(C(=O)OC)C(O)(C(F)(F)F)C2)cc1 (stereo unspecified) = CHRM5 agonist: -2; CHO-K1 Ca PAM: 14; CHO-K1 Ca antag: -30; CHRM4 PAM: 7; M1 ag parental: 0.0; CHRM4 antagonist: -12; M4 ag: 1; CHRM5 antagonist: -6; CHRM5 PAM: -1
Profile of COc1ccc(NC(=O)c2cc3ccccc3cc2OC)cc1OC = CHRM5 agonist: -3; CHO-K1 Ca PAM: 13; CHO-K1 Ca antag: 3; CHRM4 PAM: -5; M1 ag parental: 3.0; CHRM4 antagonist: 2; M4 ag: 5; CHRM5 antagonist: 8; CHRM5 PAM: -4

Limited to M4 ag (three entries from above):
| SMILES | M4 ag |
| --- | --- |
| CCOC(=O)CCCCC(=O)c1[nH]c(=O)[nH]c1CSc1nc(-c2ccccc2)c(C#N)c(=O)[nH]1 | 1 |
| COc1ccc(-n2c3c(cc(C(=O)NNc4ccccc4C)c2=O)C(=O)CC(C)(C)C3)cc1 | 1 |
| Cc1ccc2[nH]c(C(=O)O)c(NC(=O)c3ccccc3[N+](=O)[O-])c2c1 | 0 |
